Screens as filed in PubChem BioAssay.
SENP8 block-1 – SENP8 protease inhibition. actives 1.2% (n = 330,000). inhibition, % at 10 µM. Q96LD8. purified SENP8, Z-RLRGG-aminoluciferin cleavage, luminescence. AID 2540; in the data active means inhibition above about 50%
SENP8 block-2 – SENP8 (human) protease inhibition; Q96LD8; actives 0.64% (n = 360,000); recombinant SENP8, Nedd8 substrate fluorescence; inhibition, % at 20 µM; AID 602440; in the data active means inhibition mostly above about 40%, no sharp cut-off; inactive means mostly below about 27%
SENP7 block – SENP7 protease inhibition | Q9BQF6 | recombinant SENP7, Z-RLRGG-aminoluciferin luminescence, 40 min | inhibition, % at 5 µM | actives 1.5% (n = 330,000) | AID 434973;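 active means inhibition above about 50% at the single test dose, limit read from the data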;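 further: plate controls were DMSO with enzyme for no effect and no enzyme buffer wells for full effect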
APOBEC3G inh – inhibitors of human APOBEC3G DNA deaminase; actives 0.28% (n = 330,000); AID 493012; Q9HC16; recombinant A3G, ssDNA deamination FAM/TAMRA fluorescence; inhibition, % at 20 µM;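 active means inhibition of at least 40% at 20 µM, with no more than 30% in the related APOBEC3A deaminase screen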;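 further: plate controls were DMSO wells with A3G for no effect and wells lacking A3G enzyme for full effect; some compounds called inactive have numbers as strong as hits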
SENP6 inh – SENP6 protease inhibition; AID 2599; actives 1.8% (n = 330,000); Recombinant SENP6 catalytic domain, aminoluciferin luminescence; inhibition, % at 10 µM; Q9GZR1;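 active means inhibition above about 50% at the single tested dose, limit read from the data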;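 further: plate controls were DMSO wells with enzyme for no effect and DMSO wells lacking enzyme for full effect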
SENP1 FRET inh – SENP1 (human) catalytic domain inhibition. recombinant SENP1 catalytic domain, CyPet-SUMO1-YPet FRET cleavage. inhibition, % at 10 µM. actives 0.21% (n = 360,000). AID 624204;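 active means inhibition at least 30% at 10 µM, raw YFP signal under a set limit, fluorescence ratio 0.5 to 1.5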;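 further: 0% = enzyme with DMSO and 100% = no enzyme wells; some results filed as inactive read as strong as hits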
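Controls: no-enzyme wells low, DMSO-plus-enzyme wells high control. Test system: human recombinant His6-tagged SENP1 catalytic domain enzyme. Reagent: SFCypet-SUMO1-SFYpet FRET protein substrate, 25 nM final. Doses: one dose per compound, 10 µM, 0.5% DMSO. Detection: FRET, CFP and YFP emission. Timing: 50 min reaction at room temperature.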
UBC13 inh – human UBC13 polyubiquitination inhibition; P61088; AID 485273; inhibition, % at 20 µM; UBC13 polyubiquitin chain formation, TR-FRET; actives 0.47% (n = 330,000); in the data active means inhibition above about 45%, passing the limit was not always enough
Apaf1 inhib – blocks human Apaf-1 apoptosome activity; actives 0.71% (n = 330,000); reconstituted apoptosome caspase-3 activity, DEVD-Rh110 fluorescence; O14727; AID 489030; inhibition, % at 20 µM; active means inhibition of at least 40% at 20 µM;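 further: plate controls were DMSO wells for no effect and DEVD-CHO caspase inhibitor wells for full effect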
Target sequence (O14727 whole entry, looked up): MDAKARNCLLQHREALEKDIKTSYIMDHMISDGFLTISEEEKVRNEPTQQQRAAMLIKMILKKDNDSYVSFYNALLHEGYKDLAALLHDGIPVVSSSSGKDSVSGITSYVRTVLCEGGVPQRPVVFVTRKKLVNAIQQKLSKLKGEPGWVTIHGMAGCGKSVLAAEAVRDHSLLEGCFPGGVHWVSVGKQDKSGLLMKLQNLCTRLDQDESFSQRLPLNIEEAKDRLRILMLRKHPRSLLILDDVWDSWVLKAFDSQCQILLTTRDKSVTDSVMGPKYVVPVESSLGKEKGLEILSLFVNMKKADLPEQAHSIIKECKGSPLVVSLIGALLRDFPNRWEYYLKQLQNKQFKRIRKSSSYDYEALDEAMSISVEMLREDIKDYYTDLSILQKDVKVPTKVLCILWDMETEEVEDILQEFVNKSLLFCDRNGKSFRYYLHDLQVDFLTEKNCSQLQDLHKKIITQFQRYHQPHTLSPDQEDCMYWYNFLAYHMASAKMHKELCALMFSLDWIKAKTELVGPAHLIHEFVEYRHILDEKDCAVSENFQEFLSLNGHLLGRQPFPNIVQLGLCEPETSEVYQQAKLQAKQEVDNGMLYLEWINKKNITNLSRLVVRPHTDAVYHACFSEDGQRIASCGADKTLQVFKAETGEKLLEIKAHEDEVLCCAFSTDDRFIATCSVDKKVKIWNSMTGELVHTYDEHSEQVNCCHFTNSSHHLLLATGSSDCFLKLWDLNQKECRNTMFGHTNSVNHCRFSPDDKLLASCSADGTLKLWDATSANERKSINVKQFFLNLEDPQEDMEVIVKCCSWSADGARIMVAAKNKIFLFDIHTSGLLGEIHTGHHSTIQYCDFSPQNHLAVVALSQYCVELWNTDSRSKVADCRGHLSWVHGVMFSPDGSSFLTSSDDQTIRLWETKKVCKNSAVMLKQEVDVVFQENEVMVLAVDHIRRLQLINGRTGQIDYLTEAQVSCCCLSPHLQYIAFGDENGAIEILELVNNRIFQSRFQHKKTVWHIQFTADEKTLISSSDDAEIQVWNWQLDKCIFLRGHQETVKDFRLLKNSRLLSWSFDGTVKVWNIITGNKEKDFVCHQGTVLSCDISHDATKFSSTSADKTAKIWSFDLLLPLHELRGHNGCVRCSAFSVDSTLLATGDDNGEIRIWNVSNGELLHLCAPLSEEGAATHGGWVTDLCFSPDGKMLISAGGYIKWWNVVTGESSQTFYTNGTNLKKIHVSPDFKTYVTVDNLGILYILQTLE
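System: Apoptosome proteins | Medium: Hepes pH 7.5 with detergent and BSA | Also added: Cytochrome c trigger plus (Z-DEVD)2-Rh110 caspase-3 substrate | Incubation: 30 min compound preincubation, 50 min activation, room temperature | Detection: Rhodamine 110 fluorescence at Ex 480/Em 540 nm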
Numbers without * were called inactive; & = joins results of further samples.

item	mol	SENP8 block-1	SENP8 block-2	SENP7 block	APOBEC3G inh	SENP6 inh	SENP1 FRET inh	UBC13 inh	Apaf1 inhib
1	CC1(C(=O)Oc2ccccc2)Cc2ccccc2C(=O)O1 (configuration not stated)	-3	31	0	-2	1	2	-7	1
2	O=C(COc1ccc(/C=N/NC(=O)c2cc3ccccc3o2)cc1Cl)Nc1ccccc1	12	-271	4	44	-25	-10	-11	15
3	COc1ccc(CNC(=O)CN(C(=O)c2csnn2)c2cccc3c2CCCC3)cc1	13	3	3	-6	9	1	4	8
4	COc1cc(/C=C/c2[nH]c(=O)[nH]c(=O)c2[N+](=O)[O-])cc([N+](=O)[O-])c1O	-2	25	-10	2	-36	4	-113	10
5	CCOc1ccccc1-c1nc(-c2ccc(C)nc2OC)no1	-3	7	-2	-2	12	-2	1	15
6	O=C(NNC(=O)c1ccc[nH]1)c1cc(Cl)cc(Cl)c1	-8	0	-13	-1	8	-2	-6	9
7	Cc1ccc2c(c1)c1c(n2CC(O)CNC2CCCC2)CCCC1 (configuration not stated)	-9	28	0	3	1	3	16	-2
8	CCOc1ncccc1C(=O)NNC(=O)c1ccc(NS(=O)(=O)c2cccs2)cc1	5	7	-7	-11	0	1	-7	5
9	COc1ccccc1OCC(O)Cn1nc(C)cc1C (configuration not stated)	1	13	0	-3	-5	3	8	2
10	O=C(CCCN1CCC(O)(c2ccc(Cl)cc2)CC1)c1ccc(F)cc1	3&3	7	-1&3	-2&-9	-10&-8	1	26&12	2&-1
11	CCOC(=O)c1c(N)nn(C(C)=O)c1-c1ccccc1	-4	15	-9	-7	-6	2	8	0
12	COc1ccccc1-n1cnnc1SCC(=O)Nc1ncc(Cl)cc1Cl	-9	23	-2	-7	6	-1	0	4
13	COC(=O)c1ccc(NC(=S)NCCc2ccccc2)cc1	5	13	-1	-5	-10	1	11	6
14	O=C(O)c1cccc(NS(=O)(=O)c2cc(S(=O)(=O)c3ccc(Cl)cc3)ccc2Cl)c1	1	12	-2	1	6	4	-14	4
15	CC(C(=O)Nc1ccc(C#N)cc1)N(C)CC(=O)Nc1ccccc1Br (configuration not stated)	-5	16	-10	-5	-12	1	-2	8
16	Cc1ccc(C2=NOC(=O)/C2=C\c2ccccc2)cc1	5	25	-3	-4	3	2	-7	-9
17	NC(=O)COc1ccc(/C=N/NS(=O)(=O)c2ccccc2)cc1	-1	9	1	-4	-19	2	-4	-2
18	O=C(CCSc1ccc(Cl)c(Cl)c1)NC12CC3CC(CC(C3)C1)C2	2	16	5	-2	-15	2	-9	28
19	CC(C)OCCCNC(=O)CCN1C(=O)COc2ccccc21	6	13	-3	-5	3	2	4	-17
20	CCOC(=O)c1c(-c2ccc(C)cc2)csc1NC(=O)C1CCCO1 (configuration not stated)	-3	17	3	-1	-2	1	9	7

Pulled by compound from the entries so far, 3 records:
item	mol	SENP8 block-1	SENP8 block-2	SENP7 block	APOBEC3G inh	SENP6 inh	SENP1 FRET inh	UBC13 inh	Apaf1 inhib
13	COC(=O)c1ccc(NC(=S)NCCc2ccccc2)cc1	5	13	-1	-5	-10	1	11	6
15	CC(C(=O)Nc1ccc(C#N)cc1)N(C)CC(=O)Nc1ccccc1Br (configuration not stated)	-5	16	-10	-5	-12	1	-2	8
17	NC(=O)COc1ccc(/C=N/NS(=O)(=O)c2ccccc2)cc1	-1	9	1	-4	-19	2	-4	-2

Next results:
item	mol	SENP8 block-1	SENP8 block-2	SENP7 block	APOBEC3G inh	SENP6 inh	SENP1 FRET inh	UBC13 inh	Apaf1 inhib
21	CC(C)[C@H](NC(=O)NC1CCCc2ccccc21)C(=O)O (some centres not stated)	-11	4	-2	-3	-10	0	-6	-27
22	CN(CC(=O)Nc1ccc(F)c(F)c1F)C(=O)c1ccc(-n2cncn2)cc1	9	6	5	-2	7	-1	3	-4
23	O=[N+]([O-])c1cccc(-c2ccc(C(=S)N3CCOCC3)o2)c1	-2	24	-5	-3	16	2	-8	-11
24	COC(=O)C1CSC2c3ccccc3C(=O)N12 (configuration not stated)	-5	-3	1	-6	-4	-1	-1	-13
25	CCCCn1c(N)c(N(CCC(C)C)C(=O)C2CCCO2)c(=O)[nH]c1=O (configuration not stated)	1	8	-4	-10	-1	2	2	-1
26	CC(C)(C)N1C(=O)[C@H]2[C@@H](c3ccc(Br)cc3)N3C(=O)N(c4cccc(Cl)c4)C(=O)[C@@]3(C)[C@H]2C1=O	-6	9	-5	-4	-16	0	27	19
27	CCOCCCNC(=O)CCc1nnc2n(CCC(C)C)c(=O)c3ccccc3n12	8	9	0	-1	0	0	1	-1
28	Cc1cc(=O)oc2cc(OC(=O)c3ccccc3)ccc12	-32	-154	-25	-12	-28	-106	6	4
29	O=C(CCl)Nc1ccccc1Sc1ccc(Cl)cc1	1	15	0	-4	3	1	2	4
30	O=C(COc1ccc(F)cc1)c1c(O)cc(O)cc1O	2	-6	5	-3	8	2	-2	-4
31	COc1ccccc1N1CCN(CC(O)COc2ccc(S(=O)(=O)N3CCOCC3)cc2)CC1 (configuration not stated)	-7	4	-5	1	-5	1	-1	-10
32	O=C1CN(C(=O)COc2ccc(Cl)cc2Cl)c2ccccc2N1	-3	8	-4	-9	-2	-2	4	14
33	CC1CN(c2nnc(NC(=O)c3ccccc3)s2)CC(C)O1 (configuration not stated)	1	-19	1	-2	5	4	-1	1
34	COC(=O)Cc1ccc(NC(=O)c2cccs2)cc1	-20	7	1	-5	13	2	-5	-2
35	CC(C)Oc1ccc(CNC(=O)CCC(=O)N2CC(C)Sc3ccccc32)cc1 (configuration not stated)	4	10	-3	-1	2	3	0	6
36	CN(C)S(=O)(=O)c1ccc(N2CCCC2)c(C(=O)Nc2nc(-c3ccc(F)cc3)cs2)c1	4	-66	9	0	3	-8	3	15
37	COc1ccc2nc(NC(=O)CCNC(=O)c3ccccc3Cl)sc2c1	-4	4	3	-5	6	2	44	6
38	O=C(COC(=O)c1c2c(nc3ccccc13)CCN(Cc1ccccc1)C2)Nc1c(F)cccc1F	6	-186	8	1	12	-9	-8	11
39	COc1ccc(C(=O)CSc2nccn2C)cc1	8	15	-3	-4	17	0	3	6
40	O=C(CN(C(=O)c1csnn1)c1cccc2ccccc12)NCc1ccc(F)cc1	-5	0	-1	-16	-23	3	4	10
41	CCCn1cnc2cc(NCc3ccc(Br)cc3)ccc21	-6	-90	-1	-4	-1	-1	12	15
42	Cc1c(CC(=O)O)c(=O)oc2cc(OCc3ccc(Cl)cc3)ccc12	-18	-278	-7	-11	-16	0	-1	17
43	CCC(Oc1ccccc1)C(=O)NCc1ccc(S(N)(=O)=O)cc1 (configuration not stated)	-2	13	0	-2	-20	-1	1	-3
44	OCCC1CN(Cc2cnc(-c3ccccc3)s2)CCN1C1CCCCC1 (configuration not stated)	8	10	-6	-4	-2	1	0	-22
45	O=C(Cc1ccc(Cl)cc1)NCc1nc(-c2ccccc2)no1	1	10	1	-6	-10	1	13	7
46	COC(=O)c1ccc(CNC(=O)COC(=O)Cc2ccsc2)cc1	1	3	5	-7	-5	0	0	-1
47	Cc1cc(C)nc(SCC(=O)c2ccc(C)c(C)c2)n1	-10	21	-8	-4	-11	1	-2	12
48	COc1cccc(-n2c(-c3cccc(S(=O)(=O)N(C)C)c3)n[nH]c2=S)c1	2	-37	-1	30	10	0	-8	-9
49	Cc1ccc(NC(=O)C2CCN(S(=O)(=O)c3c(C)noc3C)CC2)cc1C	2	4	4	-9	-17	1	9	3
50	COCC(C)NC(=O)CSc1ncnc2sc(-c3ccccc3)cc12 (configuration not stated)	11	-55	-7	-8	4	-1	-4	7
51	Cc1cccc(N2CCN(C(=O)c3ccc4nccnc4c3)CC2C)c1 (configuration not stated)	-10	6	-6	-2	-13	-9	-18	4
52	CN(C)c1ccc(C(C(=O)NCC2CCCO2)N(C(=O)c2snc(C(N)=O)c2N)c2ccc3c(c2)OCO3)cc1 (configuration not stated)	7	-27	7	-4	3	0	38	21
53	NC(=O)NC(Cc1ccccc1)C(=O)Nc1ccc(S(N)(=O)=O)cc1 (configuration not stated)	11	10	4	-5	-19	1	4	-5
54	CC(=O)C[C@@H](O)CC(=O)[C@@H]1OC(=O)[C@H](C)C/C=C\Cc2ccccc21	-11	20	-8	-1	-7	-2	-17	2
55	COCC(=O)N(Cc1nc2ccccc2c(=O)[nH]1)Cc1cccs1	-9	7	-11	-7	-10	-1	-9	15
56	CCOC(=O)CC(=O)COc1nc2cc3c(nc2o1)CCCC3	-5	-312	2	-6	2	-27	6	-10
57	C/C(N)=C(/C#N)C(=O)CSc1nnc(-c2ccccc2Br)o1	-13	11	-1	-3	-19	0	-1	0
58	COc1ccc(NS(=O)(=O)c2ccc(C)c(NC(=O)CN3C(=O)NC4(CCCC4)C3=O)c2)cc1	-5	6	-8	-36	-8	-1	106*	82*
59	CC(Sc1nnc2n1CCCCC2)C(=O)Nc1cccc(S(=O)(=O)N2CCOCC2)c1 (configuration not stated)	-10	9	-10	-10	-27	0	-3	-1
60	N#C/C(=C\c1ccc(Cl)cc1)C(=O)NC1CC1	-1	-11	-10	-3	-7	0	-11	13

Arranged by the number under APOBEC3G inh (ascending): some entries from above.
item	SMILES	APOBEC3G inh
55	COCC(=O)N(Cc1nc2ccccc2c(=O)[nH]1)Cc1cccs1	-7
56	CCOC(=O)CC(=O)COc1nc2cc3c(nc2o1)CCCC3	-6
52	CN(C)c1ccc(C(C(=O)NCC2CCCO2)N(C(=O)c2snc(C(N)=O)c2N)c2ccc3c(c2)OCO3)cc1 (configuration not stated)	-4
51	Cc1cccc(N2CCN(C(=O)c3ccc4nccnc4c3)CC2C)c1 (configuration not stated)	-2

Continued:
item	mol	SENP8 block-1	SENP8 block-2	SENP7 block	APOBEC3G inh	SENP6 inh	SENP1 FRET inh	UBC13 inh	Apaf1 inhib
61	COc1ccc(C(=O)NC(=S)Nc2ccc(Cl)cn2)cc1OC	-13	2	-8	-9	0	-2	-13	4
62	Cc1cc(C(=O)N2CCN(Cc3ccccc3)CC2)on1	-5	19	-15	-2	-4	1	-5	6
63	[O-][n+]1onc2c1C(N1CCOCC1)CCC2N1CCOCC1 (configuration not stated)	-4	16	10	-4	3	0	-2	5
64	Nc1cccc2c1C(=O)N(C(=O)/C=C/c1cccc(F)c1)C2=O	-3	-358	-6	-3	-10	-23	6	8
65	CCn1c(SCC(=O)Nc2cccc(OC)c2)nc2c(c1=O)SCC2	3	3	3	-7	-1	0	5	5
66	O=C(c1ccccc1)N1CCN(c2ccc([N+](=O)[O-])c(NCc3ccco3)c2)CC1	-3	42*	-6	3	-2	4	-24	17
67	COc1ccc(OC)c(/C=N\NC(=O)CC(=O)NCCc2ccccc2)c1	1	-404	4	10	7	2	12	4
68	Cc1ccc(C(=O)NNc2cc(=O)n(C)c(=O)n2C)cc1C	8	10	8	6	-8	-30	-13	20
69	Cc1cc(C)nc(/N=C2\NC(=O)CC3C(=O)NCCN23)n1 (configuration not stated)	-5	15	-8	-3	1	2	-10	3
70	O=C(NCCCN=C1NS(=O)(=O)c2ccccc21)c1ccco1	8	10	-3	-2	-23	2	2	-9
71	CCn1c(N)c(C(=O)N2CCOCC2)sc1=S	3	20	4	13	-3	1	2	6
72	CC1=C(C(=O)OC(C)C)C(c2cccs2)NC(=O)N1 (configuration not stated)	3	27	14	-3	-2	-1	-12	4
73	CCc1ccc(N2CC(C(=O)OCC(=O)c3c(N)n(CC(C)C)c(=O)n(C)c3=O)CC2=O)cc1 (configuration not stated)	0	3	3	2	-9	-7	6	14
74	CCOc1ccc(NC(=S)NCCCc2ccccc2)cc1	4	9	2	-2	5	2	-14	4
75	O=C(Nc1ccc(S(=O)(=O)NCc2ccccc2)cc1)Nc1ccc2c(c1)OCO2	-7	5	-10	0	-9	0	2	5
76	O=C(c1ccc(S(=O)(=O)c2ccccc2Cl)c([N+](=O)[O-])c1)N1CCCCCC1	-3	17	6	1	2	-17	6	-4

This is a random part of the collection (roughly 3.6% active in at least one column).
